XiGFP reactiv – activators of inactive X chromosome reactivation, primary screen, imaging, XiGFP fibroblasts, GFP high-content imaging, set 2; XiGFP mouse fibroblasts, % GFP-positive cells imaging, 3 d; cells co-treated with 5-aza-dC sensitizer; scaled so ellipticine positive control = 100%; activation, % at 7.58 µM; actives 0.055% (n = 360,000); AID 743238, 2013;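 active = mean normalized replicate activation at least 10% and every replicate at or above 10%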;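 also: 0% = median of on-plate neutral control wells and 100% = ellipticine 6 µM median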
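Material: XiGFP fibroblasts, SV40-immortalized; Buffer or medium: DMEM containing 5-aza-dC; Compound dosing: single point; Times: 3 days compound exposure.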
RAD52 anneal inh – RAD52 DNA annealing inhibitors, primary screen, biochemical, FRET, single point, set 2 | recombinant RAD52 DNA annealing, FRET fluorescence | inhibition, % at 18.7 µM | actives 0.46% (n = 360,000) | AID 651710, 2012;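 active = every replicate showing at least 50% inhibition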
FN deposit inh – inhibitors of fibronectin matrix deposition, primary screen, AH1F cells, Alexa488-fibronectin fluorescence, plate reader | AH1F fibroblasts, overnight | actives 0.086% (n = 350,000) | inhibition, % at 12.6 µM;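 active = mean inhibition across replicates of 30% or more, regardless of how many single replicates reach that level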;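 also: positive control wells lacked labelled fibronectin entirely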
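Material: AH1F fibroblast monolayer depositing Alexa488-labelled fibronectin into matrix / Amount: 10000 AH1F cells per well / Signal: fluorescence 485/525 nm / Medium: DMEM, 2% serum / Compound: single dose, pinned / Incubation: 1 h cell adhesion before compound, then overnight fibronectin incubation / Reagent: Alexa488-FN, 24 nM final / Read-out: inhibition of fibronectin deposition signal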
esBAF inh – Bmi1 luciferase reporter increase in mESCs, primary screen, esBAF inhibitor project, mouse ES cells, Bmi1 luciferase knock-in, single point | 24 h; 100% = twice the neutral-well signal | reporter increase, % at 12.5 µM | actives 2% (n = 350,000) | AID 602393, 2012; in the data active = activation above about 40%;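 also: 0% = median of the plate's neutral control wells and 100% = double that signal; a rise in the Bmi1 reporter signal indicates esBAF inhibition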
EWS-Fli inh – EWS/Fli-driven NR0B1 reporter inhibitors, primary screen, A673 cells, NR0B1 luciferase, luminescence, MLPCN library. actives 0.67% (n = 350,000). viability-normalised. inhibition, % at 12.6 µM;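 active = mean inhibition of at least 50% after viability correction, with every replicate also passing that limit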;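 also: firefly luciferase signal divided by Alamar Blue viability fluorescence both relative to DMSO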
S100A4 inh HTS – inhibitors of S100A4-myosin IIA peptide binding, primary screen, biochemical, fluorescence polarization, TAMRA-MyoIIA peptide; Protein S100-A4 (Homo sapiens), P26447; inhibition, % at 10.7 µM; actives 0.14% (n = 360,000); AID 652163, 2013;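 active = mean inhibition of at least 70% across replicates, with every replicate also reaching that level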
Target sequence (P26447 whole entry, looked up): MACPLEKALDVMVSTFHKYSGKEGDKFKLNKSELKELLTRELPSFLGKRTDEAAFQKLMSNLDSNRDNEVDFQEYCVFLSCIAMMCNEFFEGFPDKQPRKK
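Material: S100A4 monomer protein / Buffer or medium: 50 mM HEPES pH 7.2, 10 mM CaCl2, 100 mM KCl / Times: 5 min incubation before reading / Benchmarks: neutral control DMSO, positive control TFP / Reagent: labelled myosin peptide probe, 5 nM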
RAD54 inh – inhibitors of human RAD54 branch migration, primary screen, biochemical, fluorescence, single point; RAD54 Holliday junction branch migration, FAM/BHQ fluorescence; AID 602329, 2012; DNA repair and recombination protein RAD54-like (Homo sapiens), Q92698; actives 0.14% (n = 360,000); inhibition, % at 10.4 µM;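 active = mean normalized replicate activity at least 40 and at least half of replicates scoring 40 or more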;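 also: 0% = median of neutral control wells and 100% = median of positive control wells; inhibitors cause a drop in the FAM fluorescence signal; in these data hits start at about 50%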
E-sel inducer – E-selectin induction in HUVECs, primary screen, imaging, HUVEC, immunofluorescence imaging, single point; normalized: neutral wells 0, TNF-alpha wells 100; actives 0.37% (n = 260,000); P16581; activation, % at 7.58 µM; AID 686992, 2013;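 active = mean E-selectin-positive cell signal at least 10% of the positive control, reached in at least 60% of replicates, without over 20% cell loss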;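 also: in these data hits start at about 27%; measured in HUVEC primary endothelial cells; signal is the percent of cells scored E-selectin positive by PE staining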
Target sequence (P16581 whole entry, looked up): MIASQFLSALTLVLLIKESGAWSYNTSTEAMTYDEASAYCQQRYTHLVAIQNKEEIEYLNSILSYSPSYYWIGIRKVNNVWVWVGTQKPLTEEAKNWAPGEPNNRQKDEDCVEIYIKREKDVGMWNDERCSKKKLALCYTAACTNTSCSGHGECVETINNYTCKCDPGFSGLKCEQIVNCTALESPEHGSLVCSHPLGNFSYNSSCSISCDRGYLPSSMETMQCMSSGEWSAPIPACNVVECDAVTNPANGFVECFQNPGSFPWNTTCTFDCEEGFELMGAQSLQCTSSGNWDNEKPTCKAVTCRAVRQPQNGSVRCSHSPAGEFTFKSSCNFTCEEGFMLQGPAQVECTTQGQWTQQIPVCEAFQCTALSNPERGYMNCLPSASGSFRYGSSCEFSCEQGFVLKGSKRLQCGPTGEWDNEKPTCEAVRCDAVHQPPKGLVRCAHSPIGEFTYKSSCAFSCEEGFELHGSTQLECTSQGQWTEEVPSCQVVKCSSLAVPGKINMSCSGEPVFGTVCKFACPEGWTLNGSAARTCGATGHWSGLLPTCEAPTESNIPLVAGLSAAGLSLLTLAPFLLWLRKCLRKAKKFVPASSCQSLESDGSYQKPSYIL
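Test system: HUVEC; input: 3,000 HUVEC/well; measured by: immunofluorescence imaging; read-out: % PE-positive cells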
* = called active by the depositor; / = not tested or not shown. Hits appear at their usual frequency; 3% or so of the library scored in one or more.

Values run as follows: XiGFP reactiv	RAD52 anneal inh	FN deposit inh	esBAF inh	EWS-Fli inh	S100A4 inh HTS	RAD54 inh	E-sel inducer
> COCCNC(=O)C[C@H]1CC[C@H]2[C@@H](COc3ccc(NC(=O)Nc4cccc(F)c4)cc3C(=O)N2C)O1
  0.0	-2	3	-5	1	3	0	0.2
> CN(C(=O)c1ccco1)c1nnc(-c2ccc(F)cc2)s1
  0.0	-12	-85	58*	-47	3	8	/
> COc1nc(Oc2ccc(=O)[nH]n2)nc(N2CCOCC2)n1
  /	-16	/	-9	-14	-5	/	/
> CC(C)(C)OC(=O)NCCc1n[nH]c(=S)o1
  0.2	-5	-8	/	13	-7	-5	/
> COc1ccc(-c2nc(NC(=O)CCNC(=O)c3ccco3)sc2C)cc1
  -0.1	-36	-19	3	11	-3	3	0.2
> CN(C)S(=O)(=O)N1CCN(c2ccccc2)CC1
  /	-24	/	-3	4	-1	-6	/
> O=C(O)COCC(=O)Nc1ccc(Oc2ncnc3cc(Cl)ccc23)nc1
  2.6	6	-1	/	-7	-1	-14	-0.1
> COc1cccc(C(=O)N/N=c2\oc3c(OC)cccc3cc2C(=O)NCc2ccccc2)c1
  0.1	-9	2	/	-5	0	/	/
> C=CCN(C(=O)c1csnn1)C(C(=O)NCc1ccccc1)c1cccs1 (configuration not stated)
  0.0	-11	19	-1	12	4	9	/
> O=C(c1coc(=O)c(Br)c1)N1CCC(C(O)(c2ccccc2)c2ccccc2)CC1
  -0.1	-6	3	/	17	-10	/	/
> Cc1c(Br)cnn1C(C)C(=O)N1CCN(c2ccc(F)cc2)CC1 (configuration not stated)
  0.0	-3	-14	-2	1	1	7	/
> COc1cccc(Nc2nc(N)c([N+](=O)[O-])c(NCc3ccco3)n2)c1
  0.2	-20	-14	/	-5	2	-6	/
> Cc1noc(C)c1NC(=O)N(C)C[C@@H]1OCCCC[C@H](C)Oc2ccc(NC(=O)NC(C)C)cc2C(=O)N([C@H](C)CO)C[C@@H]1C
  0.1	9	/	-1	-14	-14	6	-0.2
> C[C@H]1CN([C@@H](C)CO)C(=O)c2cccc(NC(=O)c3ccc(-c4nccs4)cc3)c2O[C@H]1CN(C)S(=O)(=O)c1cccs1
  0.0	-7	14	6	5	1	2	0.2
> C/C=C/c1ccc2c(c1)O[C@H](CN(C)C(=O)Nc1ccc(F)cc1)[C@H](C)CN([C@H](C)CO)S2(=O)=O
  -0.7	4	/	2	3	19	2	0.1
> O=C(O)C1CCC(CNS(=O)(=O)c2ccc(Cl)cc2)CC1 (configuration not stated)
  0.2	-3	-3	-7	11	-3	-14	-0.1
> CC(C)C[C@@H](CN(C)N=O)N(C[C@H](Cc1ccccc1)N(CCc1ccccc1)N=O)N=O
  -0.2	-9	8	-7	12	-11	-1	0.5
> CSc1ccccc1NC(=O)C(C)N(C)CC(=O)N1CCN(Cc2ccccc2)CC1 (configuration not stated)
  0.0	4	0	-2	3	-1	-2	-0.7
> C[C@@H]1CCCCO[C@@H](CN(C)Cc2ccc(C(=O)O)cc2)[C@H](C)CN([C@H](C)CO)C(=O)c2cc(NC(=O)Nc3ccc4c(c3)OCO4)ccc2O1
  0.0	3	/	5	-12	9	-3	-0.2
> O=C(CSc1nnc(Nc2ccccc2F)s1)NC1CCS(=O)(=O)C1 (configuration not stated)
  0.0	-3	-3	9	-14	-2	0	/
> CC(OC(=O)c1ccc(Cl)cc1)C(=O)NCC1CCCCC1 (configuration not stated)
  0.2	-16	-1	0	-2	-3	-7	4.0
> CC(=O)Nc1ccc(NC(=O)CSc2ncc(C(=O)Nc3ccccc3)c(=O)n2C)cc1
  0.3	5	-6	-7	13	-18	-2	-0.2
> COc1ccc(C2=Cc3ccccc3C(CC(=O)C3CC3)N2c2ccc(C#CCCO)cc2)cc1 (configuration not stated)
  0.1	-17	/	/	-13	0	/	0.5
> CC1CCN(S(=O)(=O)c2cccc(C(=O)Nc3nccs3)c2)CC1
  /	-9	/	-5	8	2	11	/
> O=C(C1CCCCC1)N1CC(=O)N2[C@H](C1)[C@@H](c1ccc(C#CCc3ccccc3)cc1)[C@@H]2CO
  0.1	-12	/	/	/	-3	/	0.1
> CCOc1ccc(CN(C(=O)c2cccs2)C2CCS(=O)(=O)C2)cc1 (configuration not stated)
  0.0	-18	-4	-3	0	-1	-14	0.1
> C[C@H]1CN([C@@H](C)CO)C(=O)c2cccc(NC(=O)Nc3ccc(C(F)(F)F)cc3)c2O[C@@H]1CN(C)Cc1ccc(Oc2ccccc2)cc1
  -0.2	-9	6	4	-8	10	3	/
> COc1ccc(S(=O)(=O)N(C)CC(=O)N2CCC(C)CC2)cc1Cl
  /	-3	/	1	7	-10	7	/
> Nc1ccccc1-c1ccc(Cl)cc1
  -0.2	-8	-1	9	7	-2	-11	/
> CCOC(=O)C1CCN(C(=O)c2ccc(OC3CCN(C(=O)COC)CC3)cc2)CC1
  0.2	1	-5	-4	-6	-1	1	-0.1
> Nc1c(O)ccc2c1C(=O)c1ccccc1C2=O
  0.0	-16	4	/	-24	-17	/	-0.8
> CCC(=O)N(CC1CCC1)C[C@@H]1[C@@H](c2ccccc2)[C@H](CO)N1C(C)=O
  0.0	-7	/	7	-1	4	-1	-0.1
> CCN(CC)S(=O)(=O)c1ccc(Cl)c(NC(=O)COC(=O)c2cc(-c3ccccc3Cl)nc3ccccc23)c1
  0.1	-5	-3	/	22	6	/	0.4
> Cc1cc(/C=N/O)c(C)n1-c1ccc(Br)cc1
  -0.1	-8	4	0	-1	-5	-18	0.1
> COc1ccc(S(=O)(=O)Nc2ccc3c(c2)C(=O)N([C@H](C)CO)C[C@@H](C)[C@H](CN(C)S(=O)(=O)c2cccs2)OCCCC[C@H](C)O3)cc1
  -0.1	-13	11	2	8	-11	-2	/
> O=C(C[C@@H]1CC[C@@H](NC(=O)C2CCOCC2)[C@@H](CO)O1)Nc1ccc(-c2ccccc2)cc1
  0.2	-1	/	-10	6	3	-6	0.0
> CSc1nc2c([nH]1)c(=S)n(C)c(=O)n2C
  0.3	0	-3	-9	29	1	-3	-0.3
> O=C(c1ccccc1)N1CC(=O)N2[C@H](C1)[C@H](c1ccc(C#CCC3CCCC3)cc1)[C@@H]2CO
  0.3	-5	/	/	/	-3	/	-0.2
> O=C(O)CCC1(CCC(=O)O)CCCC(CCC(=O)O)(CCC(=O)O)C1=O
  0.0	-9	7	2	-4	-2	-1	-0.1
> C#CCOCCOCCOCCNc1nc(N2CCN(C(=O)C([C@@H](C)O)n3cc([C@@H](N)CCCCN)nn3)CC2)nc(N2CCN(C(=O)[C@H](CCC(=O)O)n3cc([C@@H](N)CCCCN)nn3)CC2)n1 (some centres not stated)
  0.0	-49	-14	-4	5	0	-37	0.0
> CC(C)C(=O)Nc1cccc2nsnc12
  /	-10	/	-19	-16	-3	-1	/
> O=C(CSc1ccccc1C(=O)NCc1ccccc1)NC1CCCCCCC1
  0.1	-15	-8	4	-6	17	-4	0.2
> C[C@H](NC(=O)c1nc[nH]c1C(=O)N[C@@H](CCCCNC(=O)OC(C)(C)C)C(=O)OC(C)(C)C)c1ccccc1
  0.0	/	2	4	9	/	4	0.2
> Cc1ccc(-c2ccc([C@H]3[C@H](CO)N4CCCCN(C(=O)Nc5cccc(F)c5)C[C@@H]34)cc2)cc1
  0.2	/	13	/	7	/	7	0.2
